Screening data as filed in PubChem BioAssay.
phage Ecoli inh: growth loss of phage-infected E. coli, primary screen, RecBCD inhibitor project, absorbance, with phage, HTS; AID 651602, 2012; 0.26% of 360,000 active; inhibition, % at 11.9 µM; in the data active means inhibition above about 11%
CDK5 p35 inh: inhibitors of human CDK5/p35 kinase, primary screen, biochemical, single concentration | Recombinant CDK5/p35, ADP-Glo luminescence, 60 min | inhibition, % at 10 µM | 0.01% of 330,000 active | Cyclin-dependent kinase 5 (Homo sapiens) + Cyclin-dependent kinase 5 activator 1 (Homo …;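 active means highest replicate inhibition of at least 50% and at least 75% of replicates reaching 50%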;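 further: plate controls were DMSO neutral control for no effect and GW8510 at 10 µM for full effect; many of its hits are not listed in these tables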
Target sequence (Q00535 whole entry, looked up): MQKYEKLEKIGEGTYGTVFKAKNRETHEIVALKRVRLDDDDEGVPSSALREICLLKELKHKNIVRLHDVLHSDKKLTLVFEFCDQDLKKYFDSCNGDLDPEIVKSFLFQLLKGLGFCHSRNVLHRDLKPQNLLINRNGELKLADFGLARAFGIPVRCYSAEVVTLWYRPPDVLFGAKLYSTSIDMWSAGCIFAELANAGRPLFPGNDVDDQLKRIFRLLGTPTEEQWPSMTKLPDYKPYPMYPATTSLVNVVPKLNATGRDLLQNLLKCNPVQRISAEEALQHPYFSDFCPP
Target sequence (Q15078 whole entry, looked up): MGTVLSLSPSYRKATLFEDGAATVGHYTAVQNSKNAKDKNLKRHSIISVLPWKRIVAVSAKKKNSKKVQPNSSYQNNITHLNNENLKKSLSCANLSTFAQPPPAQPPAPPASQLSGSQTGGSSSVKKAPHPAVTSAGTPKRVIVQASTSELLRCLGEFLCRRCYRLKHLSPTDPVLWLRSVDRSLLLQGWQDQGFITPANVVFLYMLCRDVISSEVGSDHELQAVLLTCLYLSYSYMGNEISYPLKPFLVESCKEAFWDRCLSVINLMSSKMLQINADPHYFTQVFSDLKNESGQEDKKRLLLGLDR
PKA-R2B act: activators of PKA-R2B holoenzyme, primary screen, biochemical, fluorescence polarization, Cy5-IP20, human; cAMP-dependent protein kinase catalytic subunit beta (Homo sapiens) + cAMP-dependent …; PKA-R2B holoenzyme dissociation; R2B truncated from residue 108, S112A mutant; 0% DMSO only, 100% 113 µM cGMP; activation, % at 11.4 µM; 0.079% of 340,000 active; AID 504700, 2011;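 active means activation above a cutoff set at the mean over all compounds plus 3 SD, cut at about 18% in these data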;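 further: higher means more holoenzyme dissociation and a rise in polarization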
Target sequence (P31323 whole entry, looked up, other chains not shown, the tested form may be a part): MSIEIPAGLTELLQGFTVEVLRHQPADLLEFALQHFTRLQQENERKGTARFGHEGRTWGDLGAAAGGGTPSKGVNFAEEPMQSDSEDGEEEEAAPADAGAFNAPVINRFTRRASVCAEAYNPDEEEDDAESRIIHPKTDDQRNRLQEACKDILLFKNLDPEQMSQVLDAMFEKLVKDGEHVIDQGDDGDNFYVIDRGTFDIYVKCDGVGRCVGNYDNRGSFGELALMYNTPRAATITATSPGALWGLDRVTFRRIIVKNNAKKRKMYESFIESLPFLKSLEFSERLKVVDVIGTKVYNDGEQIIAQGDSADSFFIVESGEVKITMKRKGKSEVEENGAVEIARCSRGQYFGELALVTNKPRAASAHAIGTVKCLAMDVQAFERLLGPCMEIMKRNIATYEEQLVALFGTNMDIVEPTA
HTR5A inv ctr: HTR5A inverse agonists in luminescence cell assay, primary screen, counter-screen for OPRM1-OPRD1 heterodimer inverse agonist project, full-deck HTS | 5-hydroxytryptamine receptor 5A (Homo sapiens), P47898 | HTR5A cell line, inverse agonism | inhibition, % at 9.3 µM | 0.083% of 340,000 active | AID 504634, 2011; in the data active means inhibition mostly above about 23%, no sharp cut-off; inactive means mostly below about 18%;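 further: 0% = cells with DMSO and 100% = no-cell wells with DMSO; some compounds called inactive have numbers as strong as hits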
HTR5A ag: HTR5A agonists in luminescence cell assay, primary screen, counter-screen for OPRM1-OPRD1 heterodimer agonist project, full-deck HTS. cell-based. 0.61% of 340,000 active. 5-hydroxytryptamine receptor 5A (Homo sapiens), P47898. AID 504692, 2011. activation, % at 9.3 µM; in the data active means activation mostly above about 9.5%, no sharp cut-off; inactive means mostly below about 7.6%;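 further: 0% = cells with vehicle only and 100% = reference agonist; strong numbers were not always called active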
Tat transport: E. coli Tat export inhibitors, primary screen, MC4100, TorA-mCherry reporter, fluorescence, single point. AID 488895, 2010. 0.036% of 340,000 active. inhibition, % at 10 µM;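 active means mean replicate inhibition at least 50% and at least half of replicates individually reaching 50%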;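 further: exported cargo escapes ClpAP degradation while cytoplasmic cargo is degraded and loses fluorescence; 0% = median of neutral control wells and 100% = median of NaSCN control wells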
Ecoli viability: E. coli V3065 growth inhibition, primary screen, counter-screen for AddAB inhibitor project, absorbance, OD600 | 18 h | inhibition, % at 11.9 µM | 0.27% of 330,000 active | AID 449728, 2010;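 active means inhibition above the campaign's mean inhibition across all tested compounds plus 3 SD, cut at about 9.9% in these data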;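 further: uninfected addAB+ strain grown without phage in ampicillin broth; 0% = DMSO wells and 100% = ciprofloxacin 0.95 µg/ml wells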
DAGLB inh: DAGLB lipase inhibitors, primary screen, biochemical, fluorescence, HTS; HEK293T DAGLB membrane lysate, EnzChek fluorogenic substrate; inhibition, % at 5.17 µM; 0.059% of 340,000 active; in the data active means inhibition above about 34%;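 further: 0% = enzyme with vehicle and 100% = wells lacking enzyme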
PKA-R1A act: activators of PKA-R1A holoenzyme, primary screen, biochemical, fluorescence polarization, Cy5-IP20, bovine R1A, mouse PKAc | AID 504707, 2011 | 0.083% of 340,000 active | activation, % at 11.4 µM | PKA-R1A dissociation; scaled: DMSO 0%, 113 µM cGMP 100%;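 active means percent activation above the mean of all tested compounds plus 3 SD, cut at about 19% in these data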;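 further: higher means more PKAc released from R1A so a rise in polarization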
AddAB inh: growth inhibition of E. coli expressing H. pylori AddAB, primary screen, AddAB inhibitor project, absorbance | inhibition, % at 11.9 µM | 0.29% of 330,000 active | AID 435030, 2010; in the data active means inhibition above about 12%;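 further: 0% = vehicle wells of infected cells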
Mot1-301 SUMO: yeast Mot1-301 growth rescue at high temperature, primary screen, SUMOylation pathway inhibitor project, S. cerevisiae, ATP luminescence, 38.5C; S. cerevisiae Mot1-301 growth rescue; percent above DMSO median, 100 means doubled; growth rescue, % at 18.8 µM; 1% of 320,000 active;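 active means every valid replicate shows activation above 250% relative to neutral control wells; inactive means the rest, any valid replicate at or below 250%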;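 further: OY570 slx delta 5 strain wells were the positive control but not used for scaling; some compounds called inactive have numbers as strong as hits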
* hit, by the source's call; · = no result given; & = joins results of further samples.

SMILES	phage Ecoli inh	CDK5 p35 inh	PKA-R2B act	HTR5A inv ctr	HTR5A ag	Tat transport	Ecoli viability	DAGLB inh	PKA-R1A act	AddAB inh	Mot1-301 SUMO
CCC(=O)N1CCc2cc(S(=O)(=O)CCC(=O)NC3CCCCC3)ccc21	-0.1	0.4	3	1	2	-1	-0.6	2	-14	-2.0	8
CNC(=O)N(C1=NCC(C)S1)c1ccc(F)cc1F (stereo unspecified)	2.3	-1.6	0	-13	6	-4	1.3	0	7	2.4	15
CC(C)=CCCC(C)CN1CCC(O)CC1 (stereo unspecified)	1.6	0.9	1	-2	5	1	-1.1	-1	-1	-1.3	125
CCCCC(CC)C(=O)Nc1ccc(S(=O)(=O)Nc2nccs2)cc1 (stereo unspecified)	-0.5	0.1	-3	-27	9	-2	-0.3	2	2	-1.6	13
Cc1cc(C)c(S(=O)(=O)NCCSCc2ccco2)c(C)c1	2.2	2.8	-16	-4	2	7	-2.3	2	-2	1.9	-6
COc1ccc(OC)c(CC(NC(C)=O)C(=O)NC2CCN(c3nc(OC)nc(OC)n3)CC2)c1 (stereo unspecified)	2.0	0.3	-11	26	-1	4	-2.7	1	2	0.0	-5
CC(=O)Nc1ccc(Nc2cc(N(C)C)c3nonc3c2[N+](=O)[O-])cc1	2.1	-0.9	-2	-3	1	2	·	0	1	·	-9
NC(=O)c1ccc[n+](Cc2cccc3ccccc23)c1	1.3	·	-5	26	0	-7	0.0	-3	-11	2.0	-7
O=C(CN1C(=O)/C(=C/c2ccco2)SC1=S)Nc1ccc(C(=O)O)c(O)c1	-0.2	-7.4	0	-5	1	-4	-3.1	10	-6	4.7	0
CCOc1cc(C(=O)Nc2ccc(S(=O)(=O)Nc3nnc(CC)s3)cc2)cc(OCC)c1OCC	1.1	0.3	-4	7	-2	17	0.7	6	-2	2.1	-15
CCCCCCn1c(SCCOC)nc2c1c(=O)[nH]c(=O)n2C	5.0	0.8	2	-14	-2	-8	-0.4	0	-11	0.0	-11
O=C(Nc1cccc(-c2csc(Nc3cccc(C(F)(F)F)c3)n2)c1)c1cc([N+](=O)[O-])cc(C(F)(F)F)c1	1.9	-0.6	1	15	4	0	2.3	3	-4	2.7	13
O=C(Nc1cccn(Cc2c(Cl)cccc2Cl)c1=O)c1ccc(Cl)cc1Cl	-1.0	1.0	-2	-6	2	-4	0.2	-8	2	-1.8	217
Cc1ccc(CN2C(=O)CNC2=S)cc1	3.1	-0.7	-13	-9	3	-2	-0.8	-4	3	-1.4	30
COC(=O)COc1cccc(NC(=O)c2cc(OC)cc(OC)c2)c1	4.7	0.7	5	12	-5	9	1.9	-1	-9	3.5	2
CC(C)(C)c1cc(NC(=O)Nc2ccccc2)no1	1.2	0.8	-14	-44	11*	3	0.2	-5	-2	1.0	2
Cc1ccc(NC(=O)c2ncn(CCCNCCCN(C)C)n2)cc1C	3.4	-1.3	-7	-2	1	5	·	1	5	·	·
C=CCNC(=O)C1CC(=O)N(c2ccc(OCC(=O)Nc3ccc(Cl)c(C(F)(F)F)c3)cc2)C1 (stereo unspecified)	0.8	-1.2	2	-5	0	1	-0.6	3	7	2.5	5
CCN1C(=O)[C@H]2[C@@H](c3ccc(-c4ccc(F)cc4)c(OC)c3)N[C@@](C)(C(=O)OC)[C@H]2C1=O	-3.6	-1.4	4	-13	4	2	-2.8	2	-1	0.5	-15
CC1(C)Cc2cccc(OCC(=O)N3CCN(c4ccccc4F)CC3)c2O1	2.3	-1.1	2	7	1	1	-3.9	-13	-4	-2.0	-4
CC(=O)Oc1ccc(-c2ccc(C(=O)OCC(=O)N(C)CC(=O)Nc3ccccc3Cl)cc2)cc1	-0.5	-1.4	-8	4	-1	4	-0.2	-4	-1	-0.3	-9
CC1=C(C(=O)OCc2ccc3c(c2)OCO3)C(c2ccccc2OCc2ccccc2)NC(=O)N1 (stereo unspecified)	2.1	-1.5	-5	15	2	9	0.7	4	6	5.0	311
COc1ccc(N(CC(=O)Nc2ccc(S(=O)(=O)N3CCCC3)cc2)S(C)(=O)=O)cc1OC	0.6	0.6	1	-3	1	-10	-0.3	-4	1	2.0	6
CC(=O)c1cccc(NC(=O)c2onc(C)c2Cl)c1	3.3	-1.3	4	-3	1	-2	0.5	-3	11	-0.2	·
Cc1cc(C)nc(SCC(=O)Nc2ccc(S(=O)(=O)Nc3nccs3)cc2)n1	2.1	-0.7	-13	-21	-1	-2	1.4	-1	0	-0.3	6
COc1ccc(NC(=O)CC2SC(=Nc3ccccc3)NC2=O)cc1 (stereo unspecified)	0.6	-6.8	-3	-7	6	-3	-2.5	5	-6	0.4	4
O=c1c2c3n(c(=O)nc2[nH]n1-c1ccccc1)CCCCC3	-0.4	-1.0	5	-11	3	-11	-1.9	0	-2	3.5	42
Cc1ccc(C(=O)Nc2ccccc2N2CCCC2)cc1	4.7	-1.0	1	-2	6	5	0.0	-7	3	1.8	-8
COc1ccc(NC(=O)C(=O)NCC2CCCN2S(=O)(=O)c2cccs2)cc1 (stereo unspecified)	2.1	-0.9	-6	-19	7	0	-0.7	3	-10	-1.4	13
Cc1nn(C)cc1C(=O)NNC(=S)Nc1ccccc1	2.7	0.6	-4	13	-6	-16	1.5	2	3	2.7	-14
Cc1ccc(NC(=S)N/C(=N/S(=O)(=O)c2ccccc2)c2ccccc2)cc1	5.0&0.9	0.6&-2.2	0&12	-4&-13	1&-1	-6&8	0.2	-3&-9	3&-2	0.8	31
COc1ccccc1C(=O)N1CCCC1(C#N)c1ccccc1 (stereo unspecified)	2.3	1.6	-11	-2	1	9	0.8	1	-7	0.2	7
COc1ccc(S(N)(=O)=O)cc1C(=O)NCCCN1CCN(c2ccccc2OC)CC1	-0.2	-0.7	-10	18	0	-5	0.8	0	-3	1.3	-5
COCCCNC(=O)C[C@H]1C[C@H](C(=O)N2CCOCC2)[C@@]2(CCC3CCCC3)c3[nH]c4cc(CCC(=O)N(C)C)ccc4c3CCN2C1=O	2.6	-0.1	-5	-10	3	3	-1.6	0	-4	-0.2	·
Cc1noc(C)c1CSCC(=O)N(C)CC(=O)Nc1ccccc1C(F)(F)F	0.6	-2.3	-8	-24	10	-2	3.5	-2	0	2.9	-8
CC(Sc1nnc(-c2ccccc2)c(-c2ccccc2)n1)C(=O)N1CCc2ccccc21 (stereo unspecified)	1.1	-0.2	-2	3	0	4	2.4	-6	4	1.9	12
COc1cccc(-c2cc(C(=O)N/N=C/c3ccco3)c3ccccc3n2)c1	4.4	2.3	-8	-21	6	0	-1.2	-3	-8	0.9	8
Cc1oc(-c2ccccc2Cl)nc1CS(=O)(=O)CC(=O)NCCN1CCOCC1	0.2	-7.3	-9	-25	4	6	-0.9	-1	7	0.3	-14
Cc1cc(OCc2ccc(F)cc2)nc(-c2ccccc2O)n1	3.6	-1.5	1	0	4	0	-0.9	-3	-3	-2.1	5
CC(CC(=O)NC1CCSC1=O)c1ccccc1 (stereo unspecified)	-0.4	2.3	-3	5	4	-2	-2.4	2	-1	-0.8	-4
Nc1sc2c(c1C(=O)NC1CCS(=O)(=O)C1)CCC2 (stereo unspecified)	·	2.0	3	8	1	-1	0.6	3	-6	-1.0	1
N=C1/C(=C\c2ccc(SCc3ccccc3)o2)C(=O)N=C2SC(CC(=O)N3CCOCC3)=NN12	0.8	1.4	3	14	-1	-3	-1.1	7	-6	-0.2	-2
Cc1cc(-c2ccccc2)c2ccc(NC(=O)C(C)(C)C)nc2n1	-0.6	-4.5	-3	-1	0	10	-1.2	-7	6	1.9	6
COC(=O)c1c(-c2ccc(Br)cc2)csc1NC(=O)Cc1ccc(OC)c(OC)c1	1.0	-0.8	0	21	-4	-4	-2.5	-6	-5	0.7	160
CCCc1ccc2oc(C(=O)N3CCN(CC(=O)NC(C)C)CC3)c(C)c2c1	-1.0	-4.4	-4	10	-3	4	1.0	-1	0	3.7	-8
COc1cccc(-c2nnc(NC(=O)c3ccc(S(=O)(=O)N(CC(C)C)CC(C)C)cc3)o2)c1	·	0.5	-3	-21	8	7	-1.7	0	6	0.5	-3
COc1cccc(NC(=O)CSc2ccc3nnc(-c4ccncc4)n3n2)c1	4.5	0.2	-2	17	-7	20	-0.9	2	-2	0.2	-6
COc1cccc(N(C(=O)c2ccco2)C(C(=O)NC2CCCC2)c2ccc(N(C)C)cc2)c1 (stereo unspecified)	3.0	1.1	-5	1	0	-6	-1.0	2	0	0.7	63
CCOC(=O)c1cnc2c(cnn2C)c1Cl	3.4	-0.5	-7	10	-4	-3	0.9	-1	-7	6.0	5
Clc1ccccc1CN1CCN(/N=C/C=C\c2ccco2)CC1	6.1	1.3	·	·	·	-1	1.4	·	·	3.2	-17

Next records follow:
SMILES	phage Ecoli inh	CDK5 p35 inh	PKA-R2B act	HTR5A inv ctr	HTR5A ag	Tat transport	Ecoli viability	DAGLB inh	PKA-R1A act	AddAB inh	Mot1-301 SUMO
CCn1c(N)c(C(=O)NCc2cccnc2)sc1=S	2.4	0.0	-2	19	-7	-7	-3.0	-4	-12	0.0	-16
CC(C)=CCC/C(C)=C/CNC(=O)C[C@H]1C[C@H](C(=O)N2CCOCC2)[C@@]2(CCC3CCCC3)c3[nH]c4cc(-c5ccco5)ccc4c3CCN2C1=O	4.0	-0.3	-2	-13	4	4	-2.5	5	-3	-2.3	·
CCc1ccc2c(c1)C(c1ccc([N+](=O)[O-])cc1)=NNC(c1ccc(F)cc1)=N2	1.7	0.8	0	6	6	-6	0.7	-7	-4	3.1	321
COc1ccc(OCC(O)CNC(=O)c2ccc(OC)cc2)cc1 (stereo unspecified)	4.7	0.9	-2	2	-4	8	-2.1	2	2	2.7	-9
Cc1ccc2[nH]nc(C(=O)N3CCCC(C(=O)c4ccc(Cl)cc4)C3)c2c1 (stereo unspecified)	2.5	0.0	-9	-2	1	6	2.6	-6	-9	5.0	-24
CCCCn1c(N)c(N(CC(C)C)C(=O)CCCc2nc3ccccc3s2)c(=O)[nH]c1=O	0.9	1.1	-7	-14	5	-4	1.5	-2	-1	-0.1	33
Cc1cc(C(=O)C(=O)NC(C)C)c(C)n1-c1ccc([N+](=O)[O-])cc1	0.8	1.9	-6	6	6	-14	0.0	2	6	3.5	-8
COc1cccc(-c2ccc(SCC(=O)N3CCN(c4ccccc4)CC3)nn2)c1	3.6	0.1	0	-1	1	3	0.0	1	6	6.0	-19
C=CCNC(=S)Nc1ccc(Br)cc1F	1.7	1.2	-8	-4	1	-4	1.0	-2	-10	2.6	-7
